Source: PubChem
HTT ATP protect: cytoprotection in Huntington HTT-Q103 PC12 cell model | Potency, µM (highest dose often 56.4 µM), for inactives: cytoprotection (ATP increase), hits mostly activators | PC12 HTT-Q103 induced, cytoprotection, ATP luminescence, 40 h | actives 0.14% (n = 230,000);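 further: % of control where 0% means no effect; nearly all actives have a fitted effect of over 45% in size; toxic huntingtin expression switched on by the ecdysone agonist tebufenozide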
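Huntington model: PC12 line, ecdysone-inducible HTTQ103 exon1–GFP, tebufenozide 100 nM. Test articles in a dose series. Endpoint luminescence from cellular ATP.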
Tau fibril ThT: blocks human tau fibril formation measured by thioflavin T. AID 1460. Potency, µM (doses to about 57.4 µM), inactives show at the top dose activity, negative = inhibition, most hits filed as inhibitors. actives 2.1% (n = 270,000). recombinant tau K18 P301L, heparin-induced fibrillization, ThT fluorescence. P10636; further: on the % scale 0 is the no-effect control and ±100 the full control effect; nearly all actives have a fitted effect of over 55% in size
Target sequence (P10636 561-689 P618L limits assumed): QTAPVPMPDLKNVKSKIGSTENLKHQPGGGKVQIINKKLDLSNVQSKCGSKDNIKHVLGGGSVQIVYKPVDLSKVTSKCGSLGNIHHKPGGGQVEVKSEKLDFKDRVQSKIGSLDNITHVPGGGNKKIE
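Aggregation was driven by heparin (20 uM final) acting on recombinant tau […] bearing P301L in 100 mM sodium acetate pH 7; fibrils were detected with Thioflavin T.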
Tau FP inhib: blocks human tau fibril formation measured by polarization | P10636 | K18 P301L tau heparin fibrillization, Alexa594 FP, 6 h | Potency, µM (titrated, usually from 57.7 µM), for inactives: at the top dose activity, negative = inhibition, usual class: inhibitors | actives 0.39% (n = 280,000); further: on the % scale 0 is the no-effect control and ±100 the full control effect; nearly all actives have a fitted effect of over 55% in size
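Read-out: fluorescence polarization of Alexa 594-labeled tau (0.24 uM), 555 nm excitation, 632 nm emission. Mixtures held 15 uM unlabeled K18 P301L, compound and 20 uM heparin, pH 7 acetate buffer, incubated 6 hr at 37 C.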
TRb SRC2 PPI: TRbeta-SRC2 interaction inhibition. TRbeta-SRC2 peptide binding, fluorescence polarization; receptor liganded with 1 µM T3. Potency, µM (titrated, usually from 106 µM), without a hit: at the top dose activity change, negative = inhibition, hits mostly inhibitors. actives 0.065% (n = 280,000). AID 1469;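 further: plate controls were bound peptide for no effect and peptide without receptor for full effect; nearly all actives have a fitted effect of over 50% in size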
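Decrease in fluorescence polarization of 20 nM Texas Red SRC2 coactivator peptide flagged inhibition of its binding to 0.6 uM TRb LBD; 1 uM T3 included, incubation 5 hr, ex 555/em 632 nm.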
Tau fluor counter: counter-screen for tau fibril formation inhibitors | tau K18 P301L Alexa594 fluorescence, heparin fibrillization | actives 0.93% (n = 280,000) | AID 1463 | Potency, µM (top dose mostly 57.7 µM), for inactives: at the highest dose activity change, negative = decrease; further: on the % scale 0 is the no-effect control and ±100 the full control effect; nearly all actives have a fitted effect of over 55% in size
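Human tau K18 P301L (15 uM unlabeled, 0.24 uM Alexa 594-labeled) in 100 mM sodium acetate pH 7 with 20 uM heparin, 6 hr at 37 C. ThT 30 uM added, 1 hr ambient; Alexa 594 FP and total fluorescence read at 555/632 nm.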
RECQ1 inh: RECQ1 (human) helicase inhibition. Potency, µM (doses to about 57.3 µM), inactives show at the highest dose activity, negative = inhibition, hits mostly inhibitors. RECQ1 DNA unwinding, red fluorescence kinetic read. P46063. actives 0.54% (n = 240,000);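 further: plate controls were vehicle for no effect and no enzyme for full effect; nearly all actives have a fitted effect of over 30% in size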
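RECQ1T1 50 nM; forked duplex (20 bp + 30-nt ss tails) 200 nM, ATP 2 mM final; pH 8.0, 2 mM MgCl2, 2.5 ug/ml poly(dI-dC); 15 min compound preincubation; discontinuous kinetic read over 2 h at RT.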
TR SRC2 fluor cs: alters Texas Red total fluorescence, flagging assay interference. TRb/SRC2 Texas Red total fluorescence interference. Potency, µM (doses to about 106 µM), inactives show at the highest dose fluorescence change, negative = quenching. actives 0.29% (n = 280,000). AID 1479; active means well fitted curve in either direction with a large enough effect; inconclusive means small, poorly fitted or top-dose-only effect; further: on the % scale 0 is the no-effect control and ±100 the full control effect
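Human TRb ligand-binding domain at 0.6 uM with 20 nM Texas Red SRC2 peptide in Tris buffer containing 1 uM T3 and 5% DMSO, incubated with compound 5 h at ambient temperature. Total fluorescence (555/632 nm) calculated as parallel + 2 × perpendicular.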
L3MBTL1 inh: L3MBTL1 (human) inhibition; actives 0.66% (n = 230,000); AID 485360; Q9Y468; Potency, µM (top dose mostly 57.1 µM), without a hit: at the top dose activity, negative = inhibition, usual class: inhibitors; AlphaScreen L3MBTL1–H3K9me1 peptide binding; further: on the % scale 0 is the no-effect control and ±100 the full control effect; nearly all actives have a fitted effect of over 60% in size
Target sequence (Q9Y468 whole entry, looked up): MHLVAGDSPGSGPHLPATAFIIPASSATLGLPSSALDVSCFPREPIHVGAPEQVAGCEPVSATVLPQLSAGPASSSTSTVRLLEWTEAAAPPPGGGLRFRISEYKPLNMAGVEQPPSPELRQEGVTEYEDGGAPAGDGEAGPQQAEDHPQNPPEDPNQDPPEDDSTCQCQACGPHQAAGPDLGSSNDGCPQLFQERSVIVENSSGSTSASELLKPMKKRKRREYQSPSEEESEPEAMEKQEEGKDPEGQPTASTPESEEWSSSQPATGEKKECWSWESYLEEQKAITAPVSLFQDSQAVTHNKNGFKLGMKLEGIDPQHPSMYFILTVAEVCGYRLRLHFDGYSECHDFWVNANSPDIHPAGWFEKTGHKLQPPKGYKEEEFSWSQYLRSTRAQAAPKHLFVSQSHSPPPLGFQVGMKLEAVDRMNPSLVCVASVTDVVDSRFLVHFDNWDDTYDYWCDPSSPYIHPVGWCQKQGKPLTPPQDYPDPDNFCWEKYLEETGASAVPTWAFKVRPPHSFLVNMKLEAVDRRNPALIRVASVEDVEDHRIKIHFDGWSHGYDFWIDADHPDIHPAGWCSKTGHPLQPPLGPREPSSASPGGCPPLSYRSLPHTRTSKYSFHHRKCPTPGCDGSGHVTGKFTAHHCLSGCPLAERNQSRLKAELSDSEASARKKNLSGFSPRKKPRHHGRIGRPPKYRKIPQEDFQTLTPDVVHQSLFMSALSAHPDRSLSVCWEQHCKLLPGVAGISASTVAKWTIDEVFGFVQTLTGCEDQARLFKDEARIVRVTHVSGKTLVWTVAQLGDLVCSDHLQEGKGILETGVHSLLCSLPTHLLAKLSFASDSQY
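Displacement of a biotinylated histone H3(1-15) peptide monomethylated at Lys9 (75 nM) from L3MBTL1 (50 nM) was measured by AlphaScreen after a 30 min room-temperature compound incubation; cefsulodin titration served as intraplate control.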
The depositor's hits bear a star; i = inactive; ? = inconclusive; . = not tested or not shown; [ ] = remark or other dose. Unless noted, the call rests on the fitted dose curve; in most records, active means well fitted curve in the direction sought with a large enough effect; inconclusive means small, poorly fitted or top-dose-only effect, or another doubt; inactive means no such curve, though single readings can be large; an effect the other way counts as inactive or inconclusive. Potency means the concentration at half of the fitted maximal effect.

no.	compound	HTT ATP protect	Tau fibril ThT	Tau FP inhib	TRb SRC2 PPI
1	CCN(CC)CCN1C2=C(C(=O)CC(C)(C)C2)C(c2cccc(F)c2)C2=C1CC(C)(C)CC2=O	-17.4%	1.1%	14.6%	2.9%
2	CC(=O)c1c(C)[nH]c(C(=O)Nc2ccc3c(c2)OCCO3)c1C	-57.3%[inhibitor]	?	12.3%	-20.8%
3	CCc1cccc(NC(=O)CCS(=O)(=O)c2cc3c4c(c2)CCN4C(=O)CC3)c1	.	2.4%	-9.8%	-1.5%
4	CN(CC(=O)NCc1ccco1)S(=O)(=O)c1ccc2c(c1)n(C)c(=O)c(=O)n2C	9.2%[10 µM]	-2.4%	?	-4.0%
5	CC(=O)c1c(C)nc(-c2ccc(OCC(=O)Nc3ccc(F)cc3)cc2)n1O	-36.5%[inhibitor]	-10.2%	-4.3%	-7.1%
6	COc1cc2nc(CN3CCN(C(C)=O)CC3)[nH]c(=O)c2cc1OC	16.7%	5.8%	?	-7.3%
7	CC(Oc1ccccc1)C(=O)N/N=C/c1ccccn1 (configuration not stated)	-19.4%	-3.3%	-4.9%	7.4%
8	COc1ccc(-n2c(C)cc(C(=O)CN3C(=O)NC4(CCCc5sccc54)C3=O)c2C)cc1 (configuration not stated)	?	-16.3%	5.7%	-11.8%
9	CCCOC(=O)c1ccc(Nc2nc(C)cc(=O)[nH]2)cc1	-41.8%[inhibitor]	-10.3%	-9.0%	-2.2%
10	CCOC(=O)C(C)n1nc(C)c2sc3ccccc3c2c1=O (configuration not stated)	-5.5%[0.074 µM]	-13.7%	7.4%	-3.8%

no.	Tau fluor counter	RECQ1 inh	TR SRC2 fluor cs	L3MBTL1 inh
1	-0.1%	-8.1%	2.6%	7.3%
2	-20.6%	i	0.1%	9.4%
3	-5.2%	.	-0.6%	.
4	-5.1%	-2.8%	4.4%	0.0%
5	-4.3%	-3.6%	-0.9%	.
6	-1.3%	i	-0.9%	7.6%
7	-1.5%	-2.4%	-4.3%	.
8	2.2%	-8.6%	-0.5%	-6.2%
9	-28.1%	-3.1%	-0.1%	3.2%
10	-11.8%	-11.1%	-2.7%	-1.3%

Other results follow:
no.	compound	HTT ATP protect	Tau fibril ThT	Tau FP inhib	TRb SRC2 PPI
11	Cc1csc(NC(=O)c2ccc(S(C)(=O)=O)cc2)n1	-59.4%[inhibitor]	-2.0%	6.9%	4.4%
12	CCS(=O)(=O)c1ccc(O)c(NC(=O)Nc2ccccc2)c1	-8.7%[10 µM]	-10.4%	2.4%	-4.8%
13	C/C(=N/NC(=O)c1ccco1)c1ccc(NC(=O)c2ccc(F)cc2)cc1	.	?	1.0%	-3.7%
14	Cc1cc2nc3c(nc2cc1C)C1(C(=O)N(C)C)CCC3(C)C1(C)C (configuration not stated)	19.0%	-9.5%	8.7%	1.4%
15	CCN(CC)S(=O)(=O)c1ccc(NC2CCCc3ccccc32)nc1 (configuration not stated)	-15.2%[10 µM]	-6.2%	5.4%	10.6%
16	O=C(CSc1nnc(-c2ccc3c(c2)OCO3)o1)Nc1ncc(C(F)(F)F)cc1Cl	-27.7%	?	?	2.5%
17	O=C(CSc1nnc(-c2cccc(S(=O)(=O)N3CCCCC3)c2)o1)NCCC1=CCCCC1	-16.8%	-1.7%	3.7%	4.3%
18	COc1ccccc1CCNC(=O)CSc1nnc2ccc(-c3ccncc3)nn12	-19.7%	-9.5%	-4.9%	0.6%
19	COc1ccc(CN=CC2=C(O)CNC2=O)cc1OC	-8.9%	-3.2%	-6.8%	-0.3%
20	COCCN(C(=S)Nc1cc(C)ccc1C)C(C)c1cccnc1 (configuration not stated)	-6.4%[10 µM]	-1.9%	2.0%	11.4%

no.	Tau fluor counter	RECQ1 inh	TR SRC2 fluor cs	L3MBTL1 inh
11	-2.3%	1.5%	1.5%	.
12	-15.9%	-15.9%	-0.7%	-5.7%
13	2.5%	-19.8%	-2.3%	0.5%
14	-9.0%	i	-2.6%	.
15	-6.8%	i	1.8%	11.6%
16	-8.8%	i	1.2%	-1.6%
17	-1.2%	-1.3%	0.7%	2.1%
18	-9.5%	-1.1%	-4.1%	-11.3%
19	0.8%	-2.4%	0.1%	10.5%
20	-4.3%	0.1%	0.4%	-4.8%

Whole records, looked up by structure. Order of values: HTT ATP protect | Tau fibril ThT | Tau FP inhib | TRb SRC2 PPI | Tau fluor counter | RECQ1 inh | TR SRC2 fluor cs | L3MBTL1 inh
Cc1cc2nc3c(nc2cc1C)C1(C(=O)N(C)C)CCC3(C)C1(C)C (configuration not stated) is listed as 19.0% | -9.5% | 8.7% | 1.4% | -9.0% | i | -2.6% | .
CCN(CC)S(=O)(=O)c1ccc(NC2CCCc3ccccc32)nc1 (configuration not stated) is listed as -15.2%[10 µM] | -6.2% | 5.4% | 10.6% | -6.8% | i | 1.8% | 11.6%

Next compounds follow:
no.	compound	HTT ATP protect	Tau fibril ThT	Tau FP inhib	TRb SRC2 PPI
21	COc1ccc(C2Nc3ccccc3C(=O)N2c2ccccc2)cc1COc1ccccn1 (configuration not stated)	-19.2%	-12.8%	-14.2%	-1.5%
22	CCOC(=O)n1c(=O)n(Cc2ccc(Cl)cc2Cl)c2ccccc21	0.9%[10 µM]	-12.5%	-6.7%	-1.7%
23	CCCCN1C(=O)CN(C2CCCCC2)C(=O)C1c1ccc(OC(C)C)c(OC)c1 (configuration not stated)	.	6.2%	0.8%	0.5%
24	O=C(Cn1c(=S)[nH]c2ccccc2c1=O)N1CCc2ccccc2C1	.	11.0%	-13.2%	5.6%
25	Cn1c(=O)[nH]c(=O)c2c1nc1n2CCCN1Cc1ccccc1	-24.5%[10 µM]	-10.6%	-1.9%	-2.6%
26	O=C1c2ccccc2C(Nc2ccc3c(c2)OCO3)N1Cc1ccc2c(c1)OCO2 (configuration not stated)	-15.6%	?	9.5%	4.6%
27	CCOc1ccccc1N(C)C(=O)c1nn(-c2ccc(C)cc2)c(=O)c2c1c1ccccc1n2C	.	-9.5%	0.1%	2.6%
28	Cc1cccc(C)c1N=Cc1c(C(F)(F)F)[nH][nH]c1=O	-23.5%	-3.6%	1.1%	1.8%
29	O=C(/C=C/c1cccs1)NCc1cccnc1	.	-0.8%	3.1%	1.8%
30	CN1C(=O)c2ccccc2N(C)C1c1ccc2c(c1)OCO2 (configuration not stated)	2.1%[10 µM]	0.2%	8.6%	0.3%

no.	Tau fluor counter	RECQ1 inh	TR SRC2 fluor cs	L3MBTL1 inh
21	-10.5%	i	1.3%	-0.9%
22	-9.8%	-6.5%	-1.1%	12.4%
23	3.8%	.	-0.3%	.
24	-0.9%	-1.4%	-1.5%	4.1%
25	-12.2%	0.1%	-5.1%	.
26	?	4.1%	0.2%	?
27	-9.4%	.	0.8%	.
28	-7.4%	-2.2%	-2.8%	2.8%
29	0.4%	-7.6%	-1.0%	4.1%
30	7.1%	i	-4.5%	-1.1%

Next section:
no.	compound	HTT ATP protect	Tau fibril ThT	Tau FP inhib	TRb SRC2 PPI
31	O=C(NC1CCCCC1)N(Cc1cc2cc3c(cc2[nH]c1=O)OCCO3)C1CCCCC1	-12.5%	?	-7.7%	-1.1%
32	CCCCNC(=O)C1CCN(c2nc(C)cc(C)n2)CC1	-36.8%[inhibitor]	-2.7%	4.8%	-2.2%
33	Cc1cc(=O)n2c(C)n[nH]c2n1	0.7%[0.074 µM]	2.5%	3.3%	-0.6%
34	CCc1nnc(NC(=O)c2n[nH]c(=O)c3ccccc23)s1	23.6%[10 µM]	-10.0%	5.2%	-0.7%
35	Cc1ccc(NC(=S)Nc2cc(C(=O)O)ccc2N2CC3CC(C2)c2cccc(=O)n2C3)cc1C (configuration not stated)	-54.8%[inhibitor]	-18.5%	2.2%	0.6%
36	O=C(CCc1c[nH]c2ccccc12)N/N=C/c1ccc2c(c1)OCO2	-25.3%	?	7.0%	-4.3%
37	COc1ccc(C2N(S(=O)(=O)c3ccc(C)cc3)CCN2S(=O)(=O)c2ccc(C)cc2)cc1	-3.2%	-0.9%	-3.9%	-2.0%
38	COC(=O)C1CCN(C(=O)COC(=O)CCc2nc3ccccc3c(=O)[nH]2)CC1	.	-9.2%	2.0%	1.2%
39	N#C/C(=N\Nc1ccccc1F)c1nc(-c2ccccc2)cs1	-16.3%	?	-1.0%	0.9%
40	CCN1CCN(Cc2ccccc2NC(=O)Nc2ccc(C)cc2)CC1	-23.9%	1.2%	-0.5%	-0.6%

no.	Tau fluor counter	RECQ1 inh	TR SRC2 fluor cs	L3MBTL1 inh
31	-15.7%	5.7%	-1.6%	.
32	-1.4%	-0.2%	-3.4%	.
33	17.4%	i	-2.4%	-4.1%[11.4 µM]
34	-3.9%	-4.0%	-0.6%	.
35	-26.8%	-6.1%	-4.3%	.
36	?	i	?	3.4%
37	-24.5%	-16.7%	-1.4%	.
38	-6.5%	-9.0%	2.2%	9.4%
39	-16.2%	7.6%	-0.9%	.
40	2.7%	-14.5%	-0.8%	.

More compounds.
no.	compound	HTT ATP protect	Tau fibril ThT	Tau FP inhib	TRb SRC2 PPI
41	O=C(CCCCCn1c(=S)[nH]c2ccc(N3CCOCC3)cc2c1=O)NCc1ccc2c(c1)OCO2	.	-16.9%	1.3%	6.6%
42	CCOC(=O)c1ccc(NC(=S)NC2CC(C)(C)NC(C)(C)C2)cc1	-14.3%	11.3%	10.1%	.
43	Cc1ccc(C(=O)NC(=S)NNC(=O)c2ccccc2[N+](=O)[O-])cc1	24.7%[10 µM]	-17.7%	-3.6%	0.1%
44	O=C1CCC(C(=O)Nc2ccccc2)N1 (configuration not stated)	31.4%[10 µM]	-3.5%	0.6%	-9.4%

no.	Tau fluor counter	RECQ1 inh	TR SRC2 fluor cs	L3MBTL1 inh
41	-24.3%	-1.1%	-0.4%	9.8%
42	0.8%	-0.6%	.	22.1%
43	-6.1%	-5.1%	-4.3%	98.6%[activator]
44	4.7%	-4.4%	-2.5%	3.0%

Not all compounds are listed; the hit share may differ from the screen's.
